GPR151 ag: activators of human GPR151, primary screen, cell-based, PathHunter beta-arrestin, luminescence; G-protein coupled receptor 151 (Homo sapiens), Q8TDV0; PathHunter beta-arrestin GPR151 cells; activation, % at 11.2 µM; 650,000 tested, 1% active; AID 1508602, 2020; in the data active means activation above about 4.9%;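 further: 0% = median of compound wells and 100% = cells with positive control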
Target sequence (Q8TDV0 whole entry, looked up): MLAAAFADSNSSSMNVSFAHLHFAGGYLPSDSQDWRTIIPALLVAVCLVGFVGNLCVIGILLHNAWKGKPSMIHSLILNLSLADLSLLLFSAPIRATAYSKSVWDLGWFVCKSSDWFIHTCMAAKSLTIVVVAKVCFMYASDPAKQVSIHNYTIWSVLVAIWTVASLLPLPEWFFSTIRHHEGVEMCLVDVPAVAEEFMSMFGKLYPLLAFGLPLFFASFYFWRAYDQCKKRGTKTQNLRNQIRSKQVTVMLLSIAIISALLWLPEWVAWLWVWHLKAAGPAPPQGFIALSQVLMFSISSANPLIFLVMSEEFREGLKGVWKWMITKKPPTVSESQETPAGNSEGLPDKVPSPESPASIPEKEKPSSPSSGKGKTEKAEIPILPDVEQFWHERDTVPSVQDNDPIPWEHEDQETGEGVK
TEAD-YAP inh: TEAD-YAP interaction inhibition, primary screen, TEAD-YAP interaction inhibitor project, luminescence, HEK-TIYL cells. AID 1259422, 2018. 640,000 tested, 1.4% active. inhibition, % at 9.12 µM. TEAD-Gal4/YAP UAS-luciferase luminescence; in the data active means inhibition above about 32%;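 further: 0% = median of test compound wells and 100% = reference inhibitor wells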
FBW7 act: FBW7 E3 ligase activators, primary screen, biochemical, AlphaScreen, human; 650,000 tested, 0.13% active; AlphaScreen FBW7–phospho-cyclin E peptide binding, activator screen; normalized activity (activation), % at 26.1 µM; F-box/WD repeat-containing protein 7 (Homo sapiens), Q969H0; in the data active means normalized activity above about 1.9%;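 further: purified mutant Fbw7 with reduced substrate affinity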
MITF inh: MITF inhibitors, primary screen, biochemical, AlphaScreen, human. AlphaScreen MITF homodimerization, bead proximity signal. inhibition, % at 2.6 µM. 650,000 tested, 0.91% active. AID 1259374, 2018; in the data active means inhibition above about 50%;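 further: 0% = vehicle wells with protein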
Target sequence (O75030 whole entry, looked up): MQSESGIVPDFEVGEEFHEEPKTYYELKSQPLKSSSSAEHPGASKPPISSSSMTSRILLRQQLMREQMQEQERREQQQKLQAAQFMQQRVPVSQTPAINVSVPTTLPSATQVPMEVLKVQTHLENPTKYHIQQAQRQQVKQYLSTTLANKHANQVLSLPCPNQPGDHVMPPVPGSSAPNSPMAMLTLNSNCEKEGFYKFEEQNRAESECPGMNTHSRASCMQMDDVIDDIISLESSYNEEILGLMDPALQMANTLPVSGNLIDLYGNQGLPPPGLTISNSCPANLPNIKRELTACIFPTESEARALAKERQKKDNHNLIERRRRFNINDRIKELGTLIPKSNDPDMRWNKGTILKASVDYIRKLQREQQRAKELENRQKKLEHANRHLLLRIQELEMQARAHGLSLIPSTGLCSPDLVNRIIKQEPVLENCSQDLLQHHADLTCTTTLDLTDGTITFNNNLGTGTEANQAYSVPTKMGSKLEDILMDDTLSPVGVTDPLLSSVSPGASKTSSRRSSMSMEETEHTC
* = called active by the depositor; & = joins results of further samples.

molecule	GPR151 ag	TEAD-YAP inh	FBW7 act	MITF inh
O=[N+]([O-])c1ccc(C(O)C(CO)NCC(O)COCc2ccc3c(c2)OCO3)cc1 (stereo unspecified)	-1.5	2	0.3	48
N#CCn1c(=O)n(C2CCCCC2)c(=O)c2cccnc21	-0.1	1	0.1	-11
COc1ccc(C2CC(C(F)(F)F)n3ncc(C(=O)N(C)CCC#N)c3N2)cc1OC (stereo unspecified)	0.8	-7	-0.1	16
Cc1ccc(C2=C/C(=C\c3ccc([N+](=O)[O-])o3)C(=O)O2)cc1C	0.0	2	0.0	-2
COc1cccc(CC(=O)Nc2ccc3c(c2)CCC3)c1	-0.1	-8	0.4	3
Cc1cc(N(C)C)nc(NCCNC(=O)Nc2cccc(Cl)c2C)n1	0.5	9	-0.1	-3
Clc1ccc2nc(CSc3nncn3-c3ccccc3)c(Cl)n2c1	0.6	-7	0.6	-3
c1ccc2c(CN3CCC(N4CCCCC4)CC3)cccc2c1	1.5	1	0.1	0
Cc1cc(C)c2sc(NC(=O)c3ccco3)nc2c1	-0.4	-65	0.3	-8
CC1CC(C)CN(C(=O)c2cc3cc([N+](=O)[O-])ccc3oc2=O)C1 (stereo unspecified)	-1.6	5	0.2	10
O=C(NC1CC1)c1cnc2scc(-c3ccc(Cl)cc3)n2c1=O	0.9	5	-0.1	6
Fc1ccc(N/N=C/c2ccccn2)c(F)c1	-0.1	-17	-0.4	24
CC(C)(C)C1CCC(=NNC(=O)CNc2ccc(F)cc2)CC1 (stereo unspecified)	0.8	7	0.0	4
CCCC(C)NC(=O)NCc1cccc(CNC(=O)NC(C)CCC)c1 (stereo unspecified)	1.0	2	-0.1	7
CC(C)(C)NC(=O)CN(c1cc(C(F)(F)F)ccc1Cl)S(C)(=O)=O	1.6	12	0.4	13
CCC[C@@H]1NC(=O)[C@H]2CN(Cc3cn(CC)nc3C)CCN2C1=O	-1.0	1	-0.3	1
c1ccc2c(c1)nc(NC1CCCCCCC1)c1nnnn12	-0.1	-14	-0.1	4
CC(C)C(=O)Nc1ccc2nn(-c3ccc(F)cc3)nc2c1	-1.1	22	-0.1	-9
CC(C)OCCCNCC(O)COc1ccccc1F (stereo unspecified)	-1.3	1	0.2	37
CS(=O)(=O)N1CCN(c2ccc(NC(=O)c3cccc4ccccc34)cc2)CC1	1.3	13	0.2	-1
CC(=O)Nc1ccc(Nc2nc(-c3cccc(N)c3)nc3c2ncn3CCN2CCCC2=O)cc1	1.9	-9	0.0	-6
O=C(c1cn2c(n1)sc1ccccc12)N1CCCC1	-3.7	37*	0.8	16
O=S(=O)(Nc1ccc(Cl)cc1)c1cnc[nH]1	0.4	3	0.5	16
COCCn1nnnc1C(C(C)C)N1CCN(c2cccc(Cl)c2)CC1 (stereo unspecified)	-0.7	-3	-0.2	-7
O=C1N=C(N2CCOCC2)S/C1=C\C=C/c1ccccc1	-0.4	-33	0.9	5
COc1ccc(CCNc2nc(-c3cccs3)nc3c2ncn3C2CCCCC2)cc1	0.4	0	0.2	5
O=C(COC(=O)c1cc[n+]([O-])cc1)Nc1cccc(Cl)c1Cl	1.2	-7	0.2	-16
C=CCNC(=O)c1c(NC(=O)COc2ccccc2C)sc2c1CCCC2	-0.3	5	0.1	-5
COc1ccccc1OCCSc1nnnn1C1CCCCC1	0.4	-32	-0.2	0
CCOc1ccc(Cc2nnc(SCC(=O)O)n2C)cc1	-1.1	5	-0.1	-12
Cc1cc(OCC(=O)Nc2ccc3c(c2)C(=O)N(C)C3=O)cc(C)c1Cl	-0.3	6	0.4	17
Cc1ccc(CN(C)c2nncc(-c3ccc4c(c3)OCO4)n2)o1	2.0	0	-0.2	-2
CCCNC(=O)c1cccc(-c2ccc(N3CCN(C)CC3)cc2)n1	1.4	-16	0.0	-3
CC1=NNC(=O)C1CC(=O)N/N=C/c1cccnc1 (stereo unspecified)	0.5	-4	0.2	0
COc1cc2c(cc1OC)C(COc1ccccc1OC)N(C(=O)c1ccc3c(c1)OCO3)CC2 (stereo unspecified)	-0.5	-8	-0.2	13
CC1CN(C(=O)CCC(=O)N2CCCCC2)c2cc(Cl)ccc2O1 (stereo unspecified)	0.2	13	0.0	12
Cc1cc(C)n(CCc2nc(-c3ccc(C)o3)cs2)n1	-2.0	-32	0.4	21
Cc1cc(-c2nnc(SCC(=O)N3CCCCC3)o2)no1	1.2	0	0.0	14
CCC1=NNc2cccc3c(OC)ccc1c23	-1.6	1	-0.2	20
CN(C)S(=O)(=O)c1ccc(C(=O)OCCC23CC4CC(CC(C4)C2)C3)cc1	-0.6	-1	0.3	-8
COc1ccc(/C(N)=N/OC(=O)c2ccccc2[N+](=O)[O-])cc1	-1.1	-52	0.0	-2
COc1ccc(S(=O)(=O)N2CCOC2CNC(=O)C(=O)NCC(C)C)cc1C (stereo unspecified)	0.2	-1	0.0	-11
O=C(NCCCc1ccccc1)C1CC12CCN(C1CCSC1)CC2 (stereo unspecified)	-0.7	6	0.0	12
CCOC(=O)Cn1c(C)cc(=O)c2cccc(C)c21	2.3	2	-0.1	6
O=C(Nc1nnc(-c2ccccn2)o1)c1ccc(F)cc1	-3.9	-5	0.0	5
O=S(=O)(c1cccc2c(Cl)cccc12)N1CCCNCC1	0.6&0.3	-10	-0.1&0.0	0&0
COc1ccc(OC)c(/C=N/c2ncn[nH]2)c1	-0.1	4	-0.8	14
CCCOc1ccc(C(=O)Nc2ccc3c(c2)OCCO3)cc1	-3.4	-22	-0.1	4
O=C(CC1C(=O)NCCN1CCc1ccccc1)NCCCn1cccn1 (stereo unspecified)	-1.1	8	0.0	3
Cc1ccc(C(=O)N/N=C/c2ccc3c(c2)OCO3)cc1	1.6	11	0.1	10
Cc1cc(N)ccc1NC(=O)CN1CCC(C)CC1	-1.7	3	-0.1	-11
COC(=O)C1=C(C)N(c2cccc(Br)c2)C(=O)/C1=C\c1ccc2c(c1)OCO2	1.8	-9	0.0	-4
CN1C[C@@H]2C[C@H]1CN2c1cc2c(cc1F)c(=O)c(C(=O)O)cn2C1CC1	-1.7	6	-0.2	12
CCCCc1nc2ccccc2c(NC(=O)CN2CCN(C(=O)c3ccccc3)CC2)c1CCC	4.1	0	0.0	62*
CCOC(=O)c1c(N)sc(C)c1-c1ccc(Br)cc1	0.5	2	0.1	5
CCOC(=O)c1sc(NC(=O)CSc2nnc(C(C)C)n2CC)nc1C	2.8	-1	-0.2	-8
Cc1ccccc1CN1CCN2C(=O)[C@H](Cc3ccc(O)cc3)NC(=O)[C@H]2C1	-1.0	0	-0.1	17
CC1CN(S(=O)(=O)c2cccc(C(=O)OCc3nc4ccccc4s3)c2)CC(C)O1 (stereo unspecified)	0.5	0	-0.3	-5
COc1cc(C(=O)NCc2ccccc2F)cc(OC)c1OC	-0.1	-5	-0.1	-6
COc1ccccc1C(=O)NCCn1cc(SCC(=O)NC2CCCCC2)c2ccccc21	-1.0	-11	-0.1	-2

Continued:
molecule	GPR151 ag	TEAD-YAP inh	FBW7 act	MITF inh
Cc1ccccc1OCC(=O)OCC(=O)Nc1ccc(I)cc1	-1.0	16	-0.1	3
O=C(NCc1ccco1)C1CCC(Cn2c(SCc3ccc(Cl)cc3)nc3ccccc3c2=O)CC1 (stereo unspecified)	0.0	2	-0.1	13
CCOC(=O)N1CCN(S(=O)(=O)c2ccc3c(c2)CCN3C(=O)CC)CC1	0.8	0	0.0	5
CCCCCn1c(SC(C(=O)NCc2ccccc2)C(=O)NCc2ccccc2)nc2cc(C(=O)NC3CCCCC3)ccc2c1=O	0.2	2	0.2	-2
CCN(CC)C(=O)c1sc(NC(=O)c2cc(-c3ccccc3C)nc3ccccc23)c(C(=O)OC)c1C	0.7	-20	-0.1	3
Cc1ccc(Nc2nc(C(=O)N3CCC(C(=O)NC(C)C)CC3)cs2)cc1	0.2	-15	0.1	-1
Cc1c(C(=O)N2CCN(c3cccc(Cl)c3)CC2)sc2ncnc(N(C)c3ccccc3)c12	0.8	-2	-0.3	-7
COc1ccc(Cl)cc1-c1nc(C=Nc2ccccc2Cl)c(O)o1	-0.2	1	-0.1	15
C=CCn1c(SCC(O)CO)nc2c1c(=O)n(C)c(=O)n2C (stereo unspecified)	-0.7	2	0.0	2
CC(=O)c1ccccc1OCC(O)CN1CCN(c2ccccn2)CC1 (stereo unspecified)	1.9	4	0.2	5
COC(=O)C1CC(=O)N(C)C12CCN(C(=O)Cc1ccsc1)CC2 (stereo unspecified)	0.0	-5	-0.1	-5
CCOC(=O)C1C(=O)C=C(c2ccco2)CC1c1ccc(N(C)C)cc1 (stereo unspecified)	3.4	-5	-0.2	7
CCc1cc2cc3c(cc2n2c(=O)n(Cc4cscn4)nc12)OCO3	-0.8	8	0.1	4
Cc1csc(NC(=O)CSc2nnc(Cc3cccn3C)n2C)n1	0.6	1	-0.5	12
Cc1cc(C)cc(Nc2ncnc3c2cnn3C)c1	0.1	-5	-0.4	-6
CN1CCc2cc(C(CNS(=O)(=O)c3cc(Cl)ccc3Cl)N(C)C)ccc21 (stereo unspecified)	1.7	-1	-0.1	-2
O=C1CCC/C(=N\NC(=O)COc2cccc(F)c2)C1	0.3	-1	0.1	-14
Cc1ccc2nc(SCC(=O)Nc3ccc(C)c(C)c3)[nH]c2c1	1.2	12	-0.1	6
O=C(Nc1ccc(Cl)cn1)c1ccc2c(c1)OCCO2	-5.3	0	-0.1	-5
O=C(CSc1nnc(CN2C(=O)c3cccc4cccc(c34)C2=O)n1-c1ccccc1)NCCCN1CCOCC1	0.1	-4	-0.2	-9

Among those listed so far, two contain bromine:
molecule	GPR151 ag	TEAD-YAP inh	FBW7 act	MITF inh
COC(=O)C1=C(C)N(c2cccc(Br)c2)C(=O)/C1=C\c1ccc2c(c1)OCO2	1.8	-9	0.0	-4
CCOC(=O)c1c(N)sc(C)c1-c1ccc(Br)cc1	0.5	2	0.1	5

The results go on:
molecule	GPR151 ag	TEAD-YAP inh	FBW7 act	MITF inh
CN(C)C(=O)CCCOc1ccccc1	1.6	-43	0.6	13
O=c1cc(-c2cncc(-c3ccsc3)c2)nc(-c2ccccc2)[nH]1	1.8	2	-0.1	-5
Cc1ccc(CN2CCN3C(=O)[C@H](Cc4cnc[nH]4)NC(=O)[C@H]3C2)c(C)c1	0.4	7	0.0	18
CC1CCCCN1C(=O)c1cnn2c(C(F)F)cc(-c3ccccc3)nc12 (stereo unspecified)	-0.4	5	-0.1	1
Cn1c(=O)oc2cc(S(=O)(=O)CCC(=O)O)ccc21	4.8	10	-0.1	8
COc1nc(NCCO)nc(NCCC2=CCCCC2)n1	0.6	-7	0.1	12
Cc1cc(C)c(NS(=O)(=O)c2ccc3c(c2)oc(=O)n3C)c(C)c1	0.3	3	0.1	17
S=c1sc2c(N3CCN(C(c4ccccc4)c4ccc(Cl)cc4)CC3)ncnc2n1-c1ccccc1 (stereo unspecified)	-0.7	-3	0.0	-1
CCCCCc1ccc(OC(=O)c2ccc(-c3ccc(CC)cn3)cc2)cc1	1.0	5	0.0	0
CCCn1nnc(NC(=O)c2ccccc2OC)n1	-1.0	-20	0.4	1
COc1ccc(CN(C)CN2C(=O)NC3(CCC(C(C)(C)C)CC3)C2=O)cc1 (stereo unspecified)	1.8	6	0.0	3

Quoted at random: 5 compounds from above, in no set order.
molecule	GPR151 ag	TEAD-YAP inh	FBW7 act	MITF inh
COc1cccc(CC(=O)Nc2ccc3c(c2)CCC3)c1	-0.1	-8	0.4	3
O=C(NCc1ccco1)C1CCC(Cn2c(SCc3ccc(Cl)cc3)nc3ccccc3c2=O)CC1 (stereo unspecified)	0.0	2	-0.1	13
COc1ccccc1OCCSc1nnnn1C1CCCCC1	0.4	-32	-0.2	0
CN1C[C@@H]2C[C@H]1CN2c1cc2c(cc1F)c(=O)c(C(=O)O)cn2C1CC1	-1.7	6	-0.2	12
O=C1CCC/C(=N\NC(=O)COc2cccc(F)c2)C1	0.3	-1	0.1	-14

Source: PubChem BioAssay (The Scripps Research Institute Molecular Screening Center)
